From PubChem BioAssay
IMPase inh = qHTS Assay for Identifying the Cell-Membrane Permeable IMPase Inhibitors. Inositol monophosphatase 1 (Rattus norvegicus), P97697. CHO-M1 cells, IP1 accumulation, HTRF TR-FRET ratio. inhibition (IP1 accumulation), % at 46.1 µM. 120,000 tested, under 10 active; active = well fitted curve in the direction sought with a large enough effect in the signal ratio, not every such curve was filed as active; inconclusive = small, poorly fitted or top-dose-only effect, or a change in a side signal; inactive = no such curve, though single readings can be large or run the other way; the % refers to the signal ratio;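 note: cells stimulated with carbachol in lithium chloride buffer; plate controls were DMSO basal wells for no effect and reference inhibitor wells for full effect; higher means more IMPase inhibition seen as more IP1 and lower FRET ratio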
Target sequence (P97697 whole entry, looked up): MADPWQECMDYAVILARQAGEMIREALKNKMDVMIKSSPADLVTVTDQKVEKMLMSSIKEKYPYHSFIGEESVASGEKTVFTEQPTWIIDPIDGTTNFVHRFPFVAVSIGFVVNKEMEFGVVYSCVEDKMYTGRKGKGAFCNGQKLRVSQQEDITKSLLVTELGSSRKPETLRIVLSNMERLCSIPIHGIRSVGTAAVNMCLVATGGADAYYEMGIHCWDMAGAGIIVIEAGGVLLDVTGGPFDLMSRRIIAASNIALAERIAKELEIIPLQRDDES
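CHO-M1 cells (CHO stably expressing M1 receptor), compound up to 46 uM final, stimulated with carbachol (50 uM as added) in buffer with 50mM LiCl, pH 7.4, 30 min at 37C. Cytosolic IP1 read by TR-FRET; AC50 from Hill fits.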
ALOX12 inhib = qHTS Assay for Inhibitors of 12-hLO (12-human lipoxygenase). purified 12-hLO, xylenol orange hydroperoxide absorbance. 0.12% of 150,000 active. Potency, µM (top dose mostly 57.1 µM), for the others: at the top dose activity change, negative = inhibition, hits mostly inhibitors. Polyunsaturated fatty acid lipoxygenase ALOX12 (Homo sapiens), P18054. AID 1452, 2008; note: potency is the fitted concentration of half-maximal effect; nearly all actives have a fitted effect of over 55% in size; many of its hits are not listed in these tables
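Hydroperoxide output read as Fe(III)-xylenol orange absorbance, 573-to-405 nm ratio, after 30 min reaction with 40 uM arachidonic acid. Enzyme: 150 nM purified human 12hLO, 15 min compound preincubation; 25 mM Hepes pH 7.0, room temperature.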
15-hLO-2 inh = qHTS Assay for Inhibitors of 15-hLO-2 (15-human lipoxygenase 2); 0.56% of 110,000 active; AID 881, 2007; Polyunsaturated fatty acid lipoxygenase ALOX15B (Homo sapiens), O15296; Potency, µM (highest dose often 57.1 µM), without a hit: top-dose activity change, negative = inhibition, most hits filed as inhibitors; purified 15hLO-2, xylenol orange hydroperoxide absorbance; note: potency is the fitted concentration of half-maximal effect; nearly all actives have a fitted effect of over 60% in size; many of its hits are not listed in these tables
Target sequence (O15296 whole entry, looked up): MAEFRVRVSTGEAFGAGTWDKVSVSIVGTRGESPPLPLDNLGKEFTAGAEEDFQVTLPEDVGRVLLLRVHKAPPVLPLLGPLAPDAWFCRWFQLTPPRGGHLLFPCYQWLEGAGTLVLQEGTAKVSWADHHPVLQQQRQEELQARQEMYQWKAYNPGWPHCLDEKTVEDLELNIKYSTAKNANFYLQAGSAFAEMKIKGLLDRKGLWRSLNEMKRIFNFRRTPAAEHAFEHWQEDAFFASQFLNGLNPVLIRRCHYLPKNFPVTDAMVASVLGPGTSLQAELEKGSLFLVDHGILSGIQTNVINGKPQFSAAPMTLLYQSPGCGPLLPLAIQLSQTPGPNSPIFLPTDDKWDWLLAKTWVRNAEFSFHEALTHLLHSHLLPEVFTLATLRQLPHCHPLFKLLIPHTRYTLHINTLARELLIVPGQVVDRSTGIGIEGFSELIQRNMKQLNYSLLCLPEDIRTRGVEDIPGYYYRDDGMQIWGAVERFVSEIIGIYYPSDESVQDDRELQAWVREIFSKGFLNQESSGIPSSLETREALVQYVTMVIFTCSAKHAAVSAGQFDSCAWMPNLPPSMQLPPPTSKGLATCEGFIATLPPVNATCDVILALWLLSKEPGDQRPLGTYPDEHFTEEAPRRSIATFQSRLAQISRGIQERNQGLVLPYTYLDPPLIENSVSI
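Read-out: hydroperoxide product oxidises ferrous iron, measured as xylenol orange complex via the 573-to-405 nm absorbance ratio after 30 min. Reaction: 50 nM enzyme, 15 min compound preincubation, 45 uM arachidonic acid, 90 min RT, Hepes pH 7.5 with Triton X-100.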
PNC inhibitor = High Content Assay for Compounds that inhibit the Assembly of the Perinucleolar Compartment | activity change (PNC), negative = inhibition, % at 10 µM | AID 2417, 2010 | 3.1% of 140,000 active | PC3M PTB-GFP, PNC prevalence imaging, 16 h; active compounds read low;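 active = readout at or below -70, meaning at least 70% loss of cells showing the perinucleolar compartment, a nuclear body marking cancer cells; inconclusive = readout between -30 and a set limit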;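 note: plate controls were DMSO wells for no effect and camptothecin positive control wells for full effect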
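Compounds are pinned in duplicate onto adhered PC3M cells stably expressing GFP-tagged PTB and incubated 16 h at 37 C. Cells are then fixed, nuclei stained with Hoechst, and PNC-positive cells counted.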
* hit, by the source's call; u = inconclusive; x = not tested or not shown; & = joins results of further samples; [ ] = another dose, or the depositor's remark. Unless noted, calls come from the whole dose curve; as a rule, active = well fitted curve in the direction sought with a large enough effect; inconclusive = small, poorly fitted or top-dose-only effect, or another doubt; inactive = no such curve, though single readings can be large; an effect the other way counts as inactive or inconclusive. Unless noted, % is set by controls: 0 for no effect and ±100 for the full control effect. This is a subset; rates above refer to the full screens.

SMILES	IMPase inh	ALOX12 inhib	15-hLO-2 inh	PNC inhibitor
COc1ccc(S(=O)(=O)N2Cc3ccccc3CC2C(=O)Nc2ccc3c(c2)OCO3)cc1 (centres undefined)	1	-16%	-17%	9
O=C(O)CCN=C1CCc2ccccc2N1	-3	-2%	6%	-2
N#CCCn1c(=O)c(-c2ccc(Cl)cc2)nc2cnc(OCc3ccccc3)nc21	x	0%	3%	x
CCOC(=O)c1ccccc1NC(=O)C(C)Oc1ccccc1 (centres undefined)	-3	-2%	3%	-10
COc1ccc(-c2cc(C(F)(F)F)nc(-n3cc(Cl)cn3)n2)cc1	17	-2%	13%	u
CC(C)c1c(O)nc(SCc2ccccc2)[nH]c1=O	u	-2%	-3%	u
COc1cccc(-c2nnc3n2N=C(c2cccc(Br)c2)CS3)c1	-6	-5%	-8%	27
COc1ccc(C(=O)NCC(=O)NC2=NCCS2)cc1	-7	6%	-4%	u
COc1cc(NC(=O)COC(C)=O)c(C)cc1[N+](=O)[O-]	-1	-2%	x	15
COc1ccc(Cl)cc1S(=O)(=O)N1CCN(CC(=O)C(C)(C)C)CC1	9	-3%	-18%	u
CCN(CC)CCNC(=O)c1cn(-c2ccccc2)nc1-c1cccs1	-2	6%	38%[activator]	-24
CCOC(=O)c1ccc2ncc(C(=O)OCC)c(NCCCN3CCOCC3)c2c1	12	4%	33%[activator]	-23
CSc1nc(N)c2c3c(sc2n1)COC(C(C)C)C3 (centres undefined)	1	4%	2%	25
Cc1ccc(Cn2nnc3c(=O)n(CC(=O)NCC4CCCO4)cnc32)cc1 (centres undefined)	-1	0%	-1%	1
CCCN1CCN(CCCNC(=O)Cn2nc(-c3ccccc3)ccc2=O)CC1	u	3%	8%	0
COc1ccc(OCCSc2nc3ccccc3c(=O)[nH]2)cc1	-4	-5%	-9%	2
COC(=O)c1ccc(C(=O)OC)c(NC(=O)C2CC2)c1	x	-3%	x	-24
Cc1cc(NC(=O)COC(=O)c2c(C)nn(-c3ccccc3)c2C)no1	10	-3%	-5%	-25
CCS(=O)(=O)NCCc1csc(C)n1	6	-1%	8%	-12
CCCc1cc(C(=O)N/N=C/c2ccc(C)o2)c2ccccc2n1	5	-8%	u	-1
O=C(N/N=C1/CCCc2ccccc21)C(c1ccccc1)c1ccccc1	-15	0%	0%	-23
CC1(C)C=CC(=O)[C@]2(C)C1CC(=O)[C@]1(C)C2CC[C@@]2(C)C(c3ccoc3)OC(=O)C3OC321 (some centres undefined)	x	-5%	-3%	x
O=C(NCCCN1CCOCC1)c1cc(Cl)ccc1[N+](=O)[O-]	x	-4%	x	u
CCC(C)NC(=O)Nc1ccccc1C (centres undefined)	1	0%	-2%	u
O=c1cc2[nH]c3ccccc3c(=O)n2nc1-c1ccccc1	-26	4%	-6%	u
N=c1c(S(=O)(=O)c2ccc(Cl)cc2)cc2c(=O)n3ccccc3nc2n1CCN1CCOCC1	2	-7%	7%[2.29 µM]	36
CCCOc1ccc(/C=N/NC(=O)C(=O)Nc2ccccn2)cc1	x	1%	x	1
Cc1ccc(C(C)NC(=O)C2CCCO2)cc1C (centres undefined)	-10	2%	5%	u
CCN(CC)c1cc2nonc2c2nonc12	1	-7%	14%	-8
CCOC(=O)/C(=N\Nc1ccc(Cl)cc1)Sc1nnc(-c2ccc(OC)cc2)n1C	1	0%	x	u
Cc1nc(NNC(=O)c2ccc(Cl)cc2Cl)cc(-c2ccccc2)n1	-6	3%	16%	20
CC(=C1C(=O)c2ccccc2C1=O)N1CCN(Cc2ccccc2)CC1	0	12%	7%	u
O=C(c1cccc([N+](=O)[O-])c1)N1CCCN(C(=O)c2cccc([N+](=O)[O-])c2)CC1	x	2%	x	u
CCOC(=O)CCCCCCCCCCCCC1C=CCC1 (centres undefined)	x	-6%	2%	x
COc1ccc2c(c1)SCCC2=O	6	4%	1%	44
CCC(C)(NC(=O)CNC(C)=O)C(=O)NC1CCCCC1 (centres undefined)	-5	-4%	-6%	13
CCC(C)(C)NC(=O)c1ccc2c(c1)S(=O)(=O)c1ccccc1C2=O	11	-11%	-7%	u
CCCCCn1c(CNC(=O)c2cccs2)nc2ccccc21	2	2%	x	-18
CC(C)OCCCNC(=O)c1c(N)n(/N=C/c2ccccn2)c2nc3ccccc3nc12	-5	5%	4%	u
CCCCC(=O)N/N=C/c1sccc1C	x	-1%	x	11
CCOC(=O)c1ccc(N/C=C/C(=O)c2ccc(OC)cc2)cc1	-5	1%	-8%	75
Cn1c(SCC(=O)CC(=O)Nc2ccccc2)nnc1-c1ccc(O)cc1	-6	-3%	x	74
O=C(Nc1ccc(Cl)cc1)N1CCCN(Cc2ccccc2F)C1	2	-8%	20%	-10
CCCSc1nc(O)c(C(c2ccc(OC)c(O)c2)c2c(O)nc(SCCC)n(C)c2=O)c(=O)n1C	x	-11%	x	-23
CCOC(=O)Cn1c(=O)cnc2ccccc21	-2	6%	4%	u
COc1ccc(CN2CC(C(=O)NCCCN3CCCCCC3)CC2=O)cc1 (centres undefined)	7	-5%	40%[activator]	u
CCn1c(N)c(C(N)=O)sc1=S	-10	-3%	1%[2.29 µM]	-6
S=C(NCc1ccc(Cl)cc1)Nc1ccccc1	x	u	x	-2
COc1ccc(N2CCN(/C(=N\S(=O)(=O)c3ccc(C)cc3)Nc3nc(C)cc(C)n3)CC2)cc1	7	5%	-3%	-13
COc1cc(/C=C(/C#N)C(=O)Nc2ccc(C)cc2)ccc1Oc1nc(Cl)ncc1F	x	0%	x	-26
Continuation:
SMILES	IMPase inh	ALOX12 inhib	15-hLO-2 inh	PNC inhibitor
COc1ccc(CNc2ncncc2-c2ccc3c(c2)OCO3)c(OC)c1	x	7%	62%[activator]	x
O=Cc1cc2ccccc2nc1SCc1ccc(Cl)c(Cl)c1	2	1%	-26%	3
O=C(CSC1=NCCS1)N1CCN(c2ccccc2)CC1	-1	2%	x	-26
O=C(NCc1cccnc1)C(=O)NCC(c1ccco1)N1CCN(c2ccccc2F)CC1 (centres undefined)	x	2%	x	u
N#Cc1cccc(NC(=O)N2CC[C@@]3(CCCN(C(=O)c4csnn4)C3)C2)c1	x	-2%	-4%	x
O=C1c2ccccc2C(=O)N1CCCc1nc(-c2ccc(Cl)cc2)no1	-6	-4%	5%	u
CC(C)C(NC(=O)c1ccccc1)C(=O)OCc1cc([N+](=O)[O-])cc2c1OCOC2 (centres undefined)	0	-2%	x	19
Cc1ccc2nc(C)c(C)nc2c1N	8	1%	1%	-26
Cc1cc(C(=O)NCc2cccs2)ccc1[N+](=O)[O-]	x	-3%	x	u
COc1ccccc1N1CCN(C(=O)c2cc(-c3cccs3)on2)CC1	5	3%	x	-23
CSc1oc(-c2ccc(F)cc2)nc1S(=O)(=O)c1ccccc1	9	-4%	x	-13
CCN1CCN(Cc2ccc(OC)c(OCc3ccccc3)c2)CC1	-4	-2%	12%	-9
CCCC[C@@H]1C[C@H]1C(NC(=O)c1ccco1)c1ccc(C(=O)OC)cc1 (some centres undefined)	x	-3%	-12%	x
COc1ccc(NC(=O)N2CCC(O)(c3cccnc3)CC2)c(OC)c1	1	5%	3%	-82*
O=S(=O)(c1ccc(Cl)cc1)n1ccc2cccnc21	0	-3%	x	-100*
CCOC(=O)/C(C)=C1\NC(C)(C)Cc2ccccc21	x	-11%	x	54
O=C(O)CCC(=O)N(Cc1cccs1)Cc1cccs1	1	1%	-17%	18
Cc1ccc(C(=O)N2CCN(C)CC2)cc1S(=O)(=O)N1CCCCC1	9	2%	2%	-5
Cc1ccc2nc(-c3ccccc3Cl)cc(C(=O)Nc3cc(C)on3)c2c1	16	-7%	12%	29
O=C(N/N=C1/CC2C=CCC12)c1ccc(Br)o1 (centres undefined)	x	-1%	x	-29
O=C(/C=C\NCC(=O)c1ccccc1)c1ccccc1	0	-17%	29%	u
O=C(O)CCCc1ccc2ccccc2c1	x	2%[11.4 µM]	-2%[11.4 µM]	x
CCOC(=O)C1=C(CSc2nc(-c3ccccc3)ccc2C#N)OC(N)=C(C#N)C1c1ccc(OC)cc1 (centres undefined)	-2	-5%	-20%	25
CCN(CCCNC(=O)C1CCN(S(=O)(=O)c2cccc3nonc23)CC1)Cc1ccccc1	29	-5%	9%	u
OC(CCN1CCCCC1)(c1ccccc1)C1CCCCC1 (centres undefined)	x	-2%&0%	21%	132
NC(=O)c1cc2ccccc2o/c1=N\NC(=O)c1ccco1	7	-2%	x	-119*
O=C(O)C(Oc1ccc2c3c(c(=O)oc2c1)CCC3)c1ccccc1 (centres undefined)	1	-7%	-3%	42
O=c1cc(N2CCCC2)[nH]c(=O)n1-c1ccc(Cl)cc1	-6	-3%	x	11
O=C(N/N=C/c1cc(Br)ccc1O)c1cccc(N2CCCC2=O)c1	x	1%	x	-15
C=CCN=C(NC#N)SCC(=O)NC(C)(C)C	3	10%	-7%	26
O=C(c1cccc(F)c1)N1CCC2(CCN(Cc3cc(C(F)(F)F)cc(C(F)(F)F)c3)CC2)CC1	x	4%	34%[activator]	x
Cc1cc(C)cc(N(CC(=O)NC2CCC(C)CC2)S(=O)(=O)c2c(C)noc2C)c1 (centres undefined)	4	-11%	1%	u
CC(C)c1noc2ncc(C(=O)c3cc(Cl)cc(Cl)c3O)cc12	4	-2%	-10%	13
CCCC1=[N+](CC)CCn2c(C)ccc21	-10[1.84 µM]	-2%	-1%[11.4 µM]	22
O=C(Nc1ccncc1)c1cccs1	6	3%	-2%	35
Cc1nn(-c2ccccc2)c2c1C(c1cccs1)C(C#N)=C(N)O2 (centres undefined)	11	-6%	-23%	-27
Cc1ccc(C(=O)NN2CCOCC2)cc1	2	4%	-5%	40
COc1ccc(NS(=O)(=O)c2ccc3c(c2)n(C)c(=O)n3C)cc1	-3	1%	4%	-10
Cc1ccc(CNc2ccc3c(c2)OCO3)cc1	15	u	-4%	-22
CCN1CCN(C(=O)CN(C)S(=O)(=O)c2ccc(Cl)cc2)CC1	1	-9%	5%	-18

3 compounds from above, ordered by count of non-hydrogen atoms, lowest first:
SMILES	IMPase inh	ALOX12 inhib	15-hLO-2 inh	PNC inhibitor
O=C(Nc1ccncc1)c1cccs1	6	3%	-2%	35
Cc1cc(C)cc(N(CC(=O)NC2CCC(C)CC2)S(=O)(=O)c2c(C)noc2C)c1 (centres undefined)	4	-11%	1%	u
O=C(c1cccc(F)c1)N1CCC2(CCN(Cc3cc(C(F)(F)F)cc(C(F)(F)F)c3)CC2)CC1	x	4%	34%[activator]	x

Back to the main list, repeating the 5 entries before the break.
SMILES	IMPase inh	ALOX12 inhib	15-hLO-2 inh	PNC inhibitor
Cc1nn(-c2ccccc2)c2c1C(c1cccs1)C(C#N)=C(N)O2 (centres undefined)	11	-6%	-23%	-27
Cc1ccc(C(=O)NN2CCOCC2)cc1	2	4%	-5%	40
COc1ccc(NS(=O)(=O)c2ccc3c(c2)n(C)c(=O)n3C)cc1	-3	1%	4%	-10
Cc1ccc(CNc2ccc3c(c2)OCO3)cc1	15	u	-4%	-22
CCN1CCN(C(=O)CN(C)S(=O)(=O)c2ccc(Cl)cc2)CC1	1	-9%	5%	-18
NC1=NC(=Nc2cccc(Cl)c2)c2ccccc21	x	-1%	x	u
Cc1ccc(Cn2ccc(-c3cnc(-c4ccccc4)s3)n2)cc1	-8	-2%	13%	-19
COc1ccc(C2/C(=C(/O)c3ccc(Cl)cc3)C(=O)C(=O)N2CCN2CCOCC2)c(OC)c1 (centres undefined)	1	6%	x	111
CCCC[C@@H]1C[C@H]1C(NC(=O)c1ccco1)c1ccc(-c2ccccc2)cc1 (some centres undefined)	x	-2%	-18%	x
COC(=O)c1cc(=O)[nH]c(SCc2cccc(C)c2)n1	x	1%	x	78
